Source: PubChem BioAssay (Vanderbilt High Throughput Screening Facility)
GluA2 TARP mod = modulates AMPAR-stargazin complexes. HEK293 GluA2+stargazin, membrane potential dye (FDSS), glutamate EC50; hits were called plate by plate, in both directions. AID 1259245. 40,000 tested, 3.5% active. calls only at 30 µM;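 active = any of four per-well response measures lying three or more SD from its plate-wide compound average, in either direction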
Target sequence (O88602 whole entry, looked up): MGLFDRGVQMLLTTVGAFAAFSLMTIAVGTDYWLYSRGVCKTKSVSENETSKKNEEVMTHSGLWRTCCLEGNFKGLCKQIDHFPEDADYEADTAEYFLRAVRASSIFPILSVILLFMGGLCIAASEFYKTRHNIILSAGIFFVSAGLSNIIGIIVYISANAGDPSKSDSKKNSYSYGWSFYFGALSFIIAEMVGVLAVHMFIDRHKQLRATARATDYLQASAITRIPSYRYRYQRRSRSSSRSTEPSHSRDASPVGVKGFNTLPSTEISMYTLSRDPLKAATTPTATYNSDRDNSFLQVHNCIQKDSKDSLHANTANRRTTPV
Target sequence (P19491 whole entry, looked up): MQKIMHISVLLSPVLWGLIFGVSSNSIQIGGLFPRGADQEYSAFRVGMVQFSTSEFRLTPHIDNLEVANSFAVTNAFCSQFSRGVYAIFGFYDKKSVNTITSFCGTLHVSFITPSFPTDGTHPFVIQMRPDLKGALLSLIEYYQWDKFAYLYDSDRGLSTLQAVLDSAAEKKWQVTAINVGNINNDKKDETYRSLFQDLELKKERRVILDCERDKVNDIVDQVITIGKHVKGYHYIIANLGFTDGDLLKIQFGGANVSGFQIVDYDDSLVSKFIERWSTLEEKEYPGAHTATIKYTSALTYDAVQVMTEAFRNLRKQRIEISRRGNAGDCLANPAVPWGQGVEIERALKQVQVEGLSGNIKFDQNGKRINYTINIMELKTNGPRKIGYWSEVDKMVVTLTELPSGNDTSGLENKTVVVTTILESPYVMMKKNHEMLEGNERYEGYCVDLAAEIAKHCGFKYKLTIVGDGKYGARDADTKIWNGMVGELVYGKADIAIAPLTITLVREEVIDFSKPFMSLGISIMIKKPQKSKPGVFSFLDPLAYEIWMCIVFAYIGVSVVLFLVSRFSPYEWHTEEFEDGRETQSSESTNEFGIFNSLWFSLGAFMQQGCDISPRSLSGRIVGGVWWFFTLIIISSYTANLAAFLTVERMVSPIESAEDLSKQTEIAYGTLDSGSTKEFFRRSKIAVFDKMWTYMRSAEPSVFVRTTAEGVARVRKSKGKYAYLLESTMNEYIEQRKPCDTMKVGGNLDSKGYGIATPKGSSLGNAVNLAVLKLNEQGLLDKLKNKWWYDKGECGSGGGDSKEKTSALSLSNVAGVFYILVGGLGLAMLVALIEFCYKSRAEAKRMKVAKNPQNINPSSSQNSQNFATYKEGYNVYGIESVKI
GluA2 TARP mod agonism max-min = further read-out of GluA2 TARP mod, marked with its call; compound max-min signal; compound-alone response (agonism);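 unitless range of fluorescence divided by baseline over first 100 seconds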
GluA2 TARP mod glutamate slope = also measured in GluA2 TARP mod; calls as there; glutamate slope, % of max; measured here: glutamate response slope, % max;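 scaled per plate between vehicle wells and maximal 1 mM glutamate control wells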
* marks the source's active call; other numbers are inactive results; i = inactive; + = active, no number; ! = a repeat was not active.

GluA2 TARP mod glutamate slope,GluA2 TARP mod,GluA2 TARP mod agonism max-min,Structure
40,i,0.089,CC(C)COc1ccc(S(=O)(=O)Nc2ccc3c(c2)N(C(=O)c2ccco2)CC3)cc1
51,i,0.07,COc1cc(S(=O)(=O)N2CCN=C2c2ccccc2)c(OC)cc1Br
66,i,0.12,CC(O)(CNC(=O)c1ccc(Cl)s1)c1ccccc1 (configuration not stated)
39,i,0.058,COc1cccc(NC(=O)c2c(NC(=O)c3ccc(C)cc3)sc(C)c2C)c1
26,i,0.025,Cc1cc(-c2nnc(NC(=O)CSCc3ccccc3)o2)nn1C(C)C
61,i,0.14,CCOC(=O)N1CCc2c(sc(N)c2-c2nc3ccccc3s2)C1
66,i,0.12,CC1CCN(S(=O)(=O)c2ccc(-c3nc(C#N)c(N4CCOCC4)o3)cc2)CC1
9,i,0.077,Cc1ccc(C)c(-n2c(-c3cccnc3)n[nH]c2=S)c1
57,i,0.11,O=S(=O)(c1ccccc1)c1nc(-c2ccccc2F)oc1NCC1CCCO1 (configuration not stated)
66,i,0.18,COc1ccc(F)cc1S(=O)(=O)N1CCC(OC)CC1
40,i,0.093,COc1ccc(CC(=O)Nc2ccc(N3CCCC3=O)cc2)cc1OC
63,i,0.087,O=C(NCCS(=O)(=O)N1CCN(c2ccccn2)CC1)c1ccc(=O)[nH]c1

(cont.)
GluA2 TARP mod glutamate slope,GluA2 TARP mod,GluA2 TARP mod agonism max-min,Structure
68,i,0.045,Cc1nnc(NC(=O)CCN2C(=O)c3ccccc3S2(=O)=O)s1
42,i,0.066,CCCN1C(=O)CCc2cc(NC(=O)c3ccc(OC)c(OC)c3)ccc21
35,i,0.074,O=C(NNC(=O)c1ccco1)c1ccc(=O)n(Cc2ccccc2)c1
59,i,0.11,CC(C)c1cc(=O)n(CC(=O)Nc2cccc(C(F)(F)F)c2)cn1
58,i,0.1,Cc1ccc(OCC(=O)N2CCN(c3ncnc4c3nnn4-c3ccc(Cl)cc3)CC2)cc1
58,i,0.093,COc1ccc(-n2nc3c(c2NC(=O)C(=O)NC2CCCCC2)CS(=O)(=O)C3)cc1
50,i,0.12,Cc1cc(-c2nnc(NC(=O)c3cccc(S(=O)(=O)C(C)C)c3)o2)nn1C
38,i,0.11,COc1ccc(CCNC(=O)c2ccc(N3CCCCS3(=O)=O)cc2)cc1
55,i,0.054,CCCn1c(C2CC(=O)N(C(C)(C)C)C2)nc2ccccc21 (configuration not stated)
63,i,0.076,CN(C1CCCC1)S(=O)(=O)c1ccc(C(=O)Nc2nc3cc4c(cc3s2)OCCO4)cc1
56,i,0.094,Cc1cccc(C)c1NC(=O)CC1=NS(=O)(=O)c2ccccc2N1
49,i,0.11,O=C(CS(=O)(=O)Cc1ccccc1)Nc1nc2c(F)cccc2s1

Additional records:
GluA2 TARP mod glutamate slope,GluA2 TARP mod,GluA2 TARP mod agonism max-min,Structure
45,i,0.058,O=C(c1ccc(S(=O)(=O)c2ccccc2)nc1)N1CCN(c2ccccc2)CC1
41,i,0.035,CC1(C)OC2OC(COC(=O)c3ccccc3)C3OC(C)(C)OC3C2O1 (configuration not stated)
49,i,0.13,O=C(NCCOc1ccc(F)cc1)C(=O)NCc1ccc2c(c1)OCO2
62,i,0.082,CSc1ccccc1NC(=O)C(=O)N1CCN(c2cccc(Cl)c2)CC1
47,i,0.1,CCc1ccc(NCc2cc3ccc(OC)cc3n(CC(=O)Nc3ccccc3F)c2=O)cc1
70,i,0.091,Cc1cc(C)c(NC(=O)CCc2ccccc2)c(Cl)c1
36,i,0.16,CC(=O)c1sc(NC(=O)Cc2ccc(S(C)(=O)=O)cc2)nc1-c1ccccc1
75,i,0.11,Cc1ccccc1CN1C(=O)C2(c3ccccc31)N(c1ccc(F)c(F)c1)C(=O)CS2(=O)=O (configuration not stated)
57,i,0.1,O=C(/C=C/c1ccccc1Cl)N1CCC(c2cccs2)CC1
44,i,0.075,Cc1cc2nc(N(CCN3CCOCC3)C(=O)C3COc4ccccc4O3)sc2cc1C (configuration not stated)
51,i,0.034,O=C(NCCOc1ccccc1)c1ccccc1C(F)(F)F
54,i,0.09,O=C(NCCOc1ccc(F)cc1)c1ccc(S(=O)(=O)N2CCCC2)cc1

For convenience, part of the list above:
GluA2 TARP mod glutamate slope,GluA2 TARP mod,GluA2 TARP mod agonism max-min,Structure
45,i,0.058,O=C(c1ccc(S(=O)(=O)c2ccccc2)nc1)N1CCN(c2ccccc2)CC1
41,i,0.035,CC1(C)OC2OC(COC(=O)c3ccccc3)C3OC(C)(C)OC3C2O1 (configuration not stated)
49,i,0.13,O=C(NCCOc1ccc(F)cc1)C(=O)NCc1ccc2c(c1)OCO2
62,i,0.082,CSc1ccccc1NC(=O)C(=O)N1CCN(c2cccc(Cl)c2)CC1
47,i,0.1,CCc1ccc(NCc2cc3ccc(OC)cc3n(CC(=O)Nc3ccccc3F)c2=O)cc1
70,i,0.091,Cc1cc(C)c(NC(=O)CCc2ccccc2)c(Cl)c1

The list continues:
GluA2 TARP mod glutamate slope,GluA2 TARP mod,GluA2 TARP mod agonism max-min,Structure
60,i,0.065,CC(C)S(=O)(=O)N1CCC(c2nnc(-c3ccc(F)cc3)o2)CC1
54,i,0.11,COc1ccc(/C(O)=C2\C(=O)C(=O)N(CCCN(C)C)C2c2ccccn2)cc1C (configuration not stated)
71,i,0.14,NS(=O)(=O)c1ccc(CCNC(=O)c2cnc3n(c2=O)CCS3)cc1
57,i,0.1,CS(=O)(=O)c1ccc(NC(=O)C2(c3ccc(Cl)cc3)CCCC2)cc1
61,i,0.15,Cc1nn(-c2nc(C)c(C)c(=O)[nH]2)c(C)c1CCC(=O)N1CCC(C(N)=O)CC1
76*!,+!,0.085*!,CC(C)c1ccc(NC(=O)c2sccc2N(C)S(=O)(=O)c2ccccc2)cc1
59,i,0.078,CC(C)Oc1ccc(C(=O)N2CCN(c3nccn3C)CC2)cc1
63,i,0.051,Cc1cccc(C)c1NC(=O)c1cc2cccnc2n(C)c1=O
52,i,0.052,CC1(C)CC(OC(=O)CC(=O)OC2CC(C)(C)NC(C)(C)C2)CC(C)(C)N1
56,i,0.079,COc1ccc(NC(=O)CSc2nc3c(c(=O)[nH]2)CN(Cc2ccc(F)cc2)CC3)cc1OC
42,i,0.063,COc1cccc(OCC(=O)Nc2nnc(-c3ccnn3C)o2)c1
50,i,0.097,CCOC(=O)N1CCN(C(=O)c2ccc3c(=O)n4c(nc3c2)SCCC4)CC1

Next part:
GluA2 TARP mod glutamate slope,GluA2 TARP mod,GluA2 TARP mod agonism max-min,Structure
36,i,0.07,O=C(CCCc1ccccc1)NCCOc1ccc2nnc(-c3ccccc3)n2n1
58,i,0.078,COc1ccccc1/C=C1\SC(=S)N(c2ccccc2OC)C1=O
49,i,0.055,CN1CCN(C(CNC(=O)COc2ccc(Cl)cc2Cl)c2cccn2C)CC1 (configuration not stated)
54,i,0.11,O=C(CN1C(=O)c2ccccc2S1(=O)=O)Nc1cccc(Br)c1
54,i,0.046,O=C1CCCC(=O)N1CCS(=O)(=O)NCC#CCN1CCc2ccccc2C1
53,i,0.084,Cc1c(C(=O)NCc2ccccc2)nnn1-c1ccc(Br)cc1
54*,+,0.31*,CC(c1ccccc1)n1c(C2CC(=O)N(Cc3ccccc3)C2)nc2ccccc21 (configuration not stated)
52,i,0.023,O=C1N(CCCOc2ccccc2)c2ccccc2C12OCCCO2
30,i,0.062,Cc1cc(C(=O)N(Cc2cccnc2)c2nc3c(C(C)C)cccc3s2)on1
87,i,0.098,CCCCNC(=O)/C(C#N)=C/N1CCN(Cc2ccc3c(c2)OCO3)CC1
60,i,0.036,CC(C)(C)NC(=O)Cn1c(=O)n(-c2ccc(F)cc2)c(=O)c2oc3ccccc3c21
60,i,0.13,COc1ccc(S(=O)(=O)N2CCCc3cc(NC(=O)Nc4cccs4)ccc32)cc1

Next section:
GluA2 TARP mod glutamate slope,GluA2 TARP mod,GluA2 TARP mod agonism max-min,Structure
52,i,0.04,CC(C)(C)C#CC(=O)C#CC(C)(C)C
58,i,0.097,Cc1ccc(S(=O)(=O)N(CC(O)CNCC(=O)O)c2ccc(F)cc2)cc1 (configuration not stated)
36,i,0.09,CC(C)c1ccc(CC(=O)Nc2nnc(-c3ccc(Br)s3)o2)cc1
62,i,0.15,Cc1cn2c3c(=O)n(C)c(=O)n(C)c3nc2n1Cc1ccccc1F
65,i,0.088,CCOc1ccc(NC(=O)CCSc2nnc(C)s2)cc1
33,i,0.056,CCOCC(=O)NCC1CCN(S(C)(=O)=O)CC1
70,i,0.12,COC(=O)C1CCN(C(=O)c2cc3c(=O)n4cc(C)ccc4nc3n2C)CC1
56,i,0.084,COc1ccc(NC(=S)N2CCN(c3ccc(F)cc3)CC2)c(OC)c1
69,i,0.084,O=C(CSc1cc(N2CCN(c3ccccc3F)CC2)ncn1)c1ccccc1
67,i,0.1,Cc1csc(NC(=O)c2ccc(S(=O)(=O)NCc3cccnc3)o2)n1
49,i,0.099,CSc1ccccc1CN1CCC(CNC(=O)C(=O)Nc2ccc3c(c2)OCO3)CC1
57,i,0.087,OCCN1CCN(CC(O)COCCOc2ccc(Cl)cc2)CC1 (configuration not stated)

(continued)
GluA2 TARP mod glutamate slope,GluA2 TARP mod,GluA2 TARP mod agonism max-min,Structure
60,i,0.12,CC1CCN(C(=O)CSc2ccnc3c2c(=O)n(C)c(=O)n3C)CC1
57,i,0.092,CCCCN1CC(c2nc3ccccc3n2CCOc2ccc(Cl)c(C)c2)CC1=O (configuration not stated)
32,i,0.051,COc1cccc(C(=O)N2CCN(c3ncnc4c3nnn4C)CC2)c1
58,i,0.1,CCCc1nc2ccccc2n1CC(O)COc1ccc(OC)cc1 (configuration not stated)
51,i,0.094,CSc1cccc(NC(=O)COC(=O)c2cc(C(C)=O)n3ccccc23)c1
32,i,0.074,CCOc1ccc(NC(=O)CN2CCN(CC(N)=O)CC2)cc1
50,i,0.075,COc1ccc(-c2nnc(NC(=O)c3ccc(Cl)cc3Cl)o2)cc1OC
53,i,0.077,COc1cc(NC(=O)NCC(O)c2cccn2C)cc(OC)c1OC (configuration not stated)
41,i,0.087,COc1ccc(S(=O)(=O)Nc2ccc3c(c2)CCC(=O)N3Cc2ccccc2)cc1Cl
40,i,0.072,CCOC(=O)CCC(=O)NCCNC(=O)c1ccc(NC(C)=O)cc1
38,i,0.12,O=C(Nc1cccc(-c2csc(-c3ccccc3)n2)c1)c1ccc(=O)[nH]n1
43,i,0.11,COC(=O)c1ccc(NC(=O)C(=O)NCC(O)(c2cccs2)C2CC2)cc1 (configuration not stated)

In the list so far, these contain a tert-butyl group.
GluA2 TARP mod glutamate slope,GluA2 TARP mod,GluA2 TARP mod agonism max-min,Structure
55,i,0.054,CCCn1c(C2CC(=O)N(C(C)(C)C)C2)nc2ccccc21 (configuration not stated)
60,i,0.036,CC(C)(C)NC(=O)Cn1c(=O)n(-c2ccc(F)cc2)c(=O)c2oc3ccccc3c21
52,i,0.04,CC(C)(C)C#CC(=O)C#CC(C)(C)C

(list continues)
GluA2 TARP mod glutamate slope,GluA2 TARP mod,GluA2 TARP mod agonism max-min,Structure
63,i,0.087,Cc1ccc(S(=O)(=O)N2CCN(C)CC2)cc1
59,i,0.11,COc1cccc(C(=O)Nc2nnc(-c3ccc(C)cc3C)o2)c1OC
28,i,0.047,Cc1nnsc1C(=O)N1CCN(c2nccn2C)CC1
70,i,0.066,O=C(CSc1cc(N2CCOCC2)ncn1)Nc1ccc2c(c1)OCCO2
52,i,0.074,O=C(N1CCCCCC1)N1CCN(S(=O)(=O)c2ccccc2)CC1
63,i,0.078,Cc1nc(CSc2nc(=O)n(CC3CCCO3)c3c2CCCC3)cs1 (configuration not stated)
55,i,0.026,Cc1c(C)n2c3c(=O)n(CC(=O)OCc4ccccc4)c(=O)n(C)c3nc2n1C1CCCC1
62,i,0.044,Clc1ccccc1CSc1ccc(-c2ccncc2)nn1
41,i,0.12,CSc1ccc(CC(=O)Nc2sc3c(c2C(N)=O)CCCCC3)cc1
64,i,0.12,CCCNC(=O)c1c(N)n(-c2ccc(OC)cc2OC)c2nc3ccccc3nc12
49,i,0.084,COc1ccc(CCNC(=O)CN2C(=O)c3ccccc3S2(=O)=O)cc1OC
65,i,0.064,CN(C)S(=O)(=O)N1CCC(c2nnc(-c3ccc(F)cc3)o2)CC1

Remaining list, next part.
GluA2 TARP mod glutamate slope,GluA2 TARP mod,GluA2 TARP mod agonism max-min,Structure
61,i,0.1,CC(=O)Nc1ccc(NC(=O)Cn2c3c(c(=O)n(C4CCCCC4)c2=O)CCC3)cc1
59*,+,0.27*,COc1ccc(S(=O)(=O)CCC(=O)N(CCN(C)C)c2nc3ccc([N+](=O)[O-])cc3s2)cc1
53,i,0.13,Cc1ccc(S(=O)(=O)N2CCC(C(=O)Nc3nc4c(s3)CCCC4)CC2)cc1
57,i,0.069,O=C(NCCN1CCC(c2cccs2)CC1)c1cccc(Br)c1
55,i,0.046,COc1ccc(OC)c(-c2ccc(SCC(=O)Nc3cccc(C)c3)nn2)c1
78*,+,0.067*,COc1ccc(S(=O)(=O)NCCOc2ccc(-c3ccc(F)cc3)nn2)cc1F
26,i,0.061,CC(=O)N1CCc2c(sc(NC(=O)c3ccc4ccccc4c3)c2-c2nc3ccccc3s2)C1
60,i,0.1,CC(C)(C)NC(=O)C(=O)NCC1CCN(Cc2ccco2)CC1
62,i,0.06,CCCCOc1ccc(C(=O)Nc2ccc3c(c2)CCC(=O)N3CC)cc1
74,i,0.041,CCCS(=O)(=O)N1CCCc2ccc(NS(=O)(=O)c3ccc(OC)cc3OC)cc21
56,i,0.083,COC(=O)NCCN1CCC(c2cccs2)CC1
50,i,0.065,O=C(/C=C/c1ccco1)N1CCC(CNS(=O)(=O)c2cccc3ccccc23)CC1

Continued.
GluA2 TARP mod glutamate slope,GluA2 TARP mod,GluA2 TARP mod agonism max-min,Structure
64,i,0.093,CSc1ncccc1C(=O)NCC1CCN(c2ncccn2)CC1
49,i,0.031,O=C1CN(C2CC2)C(=O)C(Cc2ccccc2)N1 (configuration not stated)
65,i,0.07,CCc1ccccc1-n1c(C)cn2c3c(=O)n(CC(C)=O)c(=O)n(C)c3nc12
41,i,0.095,Cc1cccc2sc(N3CCN(C(=O)c4ccno4)CC3)nc12

Some of the compounds tested (hit frequency here may not be typical).
